# Source: PubChem BioAssay (National Center for Advancing Translational Sciences (NCATS))
# N370S GC mod – inhibits or activates N370S mutant glucocerebrosidase | Potency, µM (series often up to 59.4 µM), inactives show at the highest dose activity change, negative = inhibition, most hits filed as inhibitors | N370S GC spleen homogenate, 4MU-glucoside fluorescence | actives 0.092% (n = 330,000);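 also: 0% = full enzyme activity and -100% = no enzyme basal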
# KAT2A inh – GCN5L2 (KAT2A) acetyltransferase inhibition; actives 0.21% (n = 390,000); Q92830; Potency, µM (series often up to 58.9 µM), inactives show top-dose activity change, negative = inhibition, usual class: inhibitors; GCN5L2 HAT assay, ThioGlo1 CoA-SH fluorescence
#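 qHTS, 1536-well. 20nM enzyme, pH 7.5 HEPES/EDTA/Tween-20 buffer; 15 min compound preinc., RT. Start: 75uM H3(1-25), 70uM AcCoA, 50uM ThioGlo1. Read Ex340/Em540 at t=0 (autofluorescence flag) and t=20 min.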
# FEN1 inhibitor – blocks human flap endonuclease 1. actives 0.35% (n = 390,000). Recombinant FEN1 flap cleavage, fluorescence, 15 min. Potency, µM (series often up to 114 µM), inactives show at the highest dose activity change, negative = inhibition, hits mostly inhibitors. AID 588795; also: nearly all actives have a fitted effect of over 65% in size
# Target sequence (P39748 whole entry, looked up): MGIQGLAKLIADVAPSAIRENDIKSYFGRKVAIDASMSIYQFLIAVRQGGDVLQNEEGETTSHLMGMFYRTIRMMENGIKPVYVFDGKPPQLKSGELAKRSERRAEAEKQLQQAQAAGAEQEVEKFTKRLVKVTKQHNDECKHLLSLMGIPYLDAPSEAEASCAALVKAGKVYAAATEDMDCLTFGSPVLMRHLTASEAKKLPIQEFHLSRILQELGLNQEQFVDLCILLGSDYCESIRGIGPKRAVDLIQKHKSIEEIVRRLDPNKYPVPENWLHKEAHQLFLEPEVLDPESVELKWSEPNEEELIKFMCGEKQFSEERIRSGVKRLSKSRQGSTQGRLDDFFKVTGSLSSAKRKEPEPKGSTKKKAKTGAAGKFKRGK
#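 Nuclease activity of 10 nM FEN1 was measured after 15 min of room-temperature exposure to titrated compounds, by adding 50 nM flap substrate and reading plates at 0 and 15 min.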
# The depositor's hits bear a star; ? = inconclusive; · = not tested or not shown; & = joins results of further samples; [ ] = another dose, or the depositor's remark. Calls follow the shape of the dose curve; as a rule, active = well fitted curve in the direction sought with a large enough effect; inconclusive = small, poorly fitted or top-dose-only effect, or another doubt; inactive = no such curve, though single readings can be large; an effect the other way counts as inactive or inconclusive. Unless noted, % is scaled to controls: 0 for no effect and ±100 for the full control effect; potency is read from the fitted curve at half-maximal effect.
1	CSc1nnc(-c2nnc(SC)n2-c2ccccc2)n1-c1ccccc1
2	C=C(C)Cn1c(N2CCC(Cc3ccccc3)CC2)nc2c1c(=O)[nH]c(=O)n2C
3	CC(=O)Nc1cc(S(=O)(=O)C(F)(F)F)ccc1Cl
4	CCCc1cc(=O)[nH]c(Nc2cccc(Cl)c2Cl)n1
5	C1=C(c2ccco2)N2CCN=C2S1
6	CCn1nc(C(=O)Nc2ccccc2N2CCCC2)c2ccccc2c1=O
7	CCOc1ccc(S(=O)(=O)N(CC(=O)NCc2ccncc2)c2ccc(C)cc2)cc1
8	N/C(=N\OC(=O)COc1ccc2ccccc2c1)c1cccnc1
Assay by compound | 1 | 2 | 3 | 4 | 5 | 6 | 7 | 8
FEN1 inhibitor | 0.9% | 10.7% | -5.8% | 15.5% | -1.2% | -12.6% | 4.3% | -2.9%
KAT2A inh | -12.9% | 0.3% | -8.8% | -6.0% | -4.8% | -20.9% | -4.4% | -3.4%
N370S GC mod | -1.3% | 27.1% | 3.9% | · | -5.6% | 7.3% | -27.2% | 2.9%

9	COc1ccc(Cc2cc(NCc3ccccc3)c3ncn(C(C)C)c3c2)cc1
10	CCc1ccc2c(c1)cc(CN(C(=S)Nc1ccccc1Cl)C1CC1)c1nnnn12
11	COc1ccc(OC)c(C2C3=C(N=c4s/c(=C\c5cccc(O)c5)c(=O)n42)c2ccccc2CC3)c1 (stereo not drawn)
12	COC(=O)c1cccc(N2CCCC2=O)c1
13	O=C(Nc1ccc(S(=O)(=O)NC2=NCCCCC2)cc1)c1ccc(=O)[nH]c1
14	COc1ccc(CNc2nc3nc(C)cc(C)n3n2)cc1OC
15	Nn1cnnc1N/N=C/c1cc([N+](=O)[O-])c(Cl)cc1Cl
16	O=C(Cn1nc2ccccc2n1)N/N=C/c1cc(Cl)cc([N+](=O)[O-])c1O
Assay by compound | 9 | 10 | 11 | 12 | 13 | 14 | 15 | 16
FEN1 inhibitor | ? | 3.3% | -7.8% | 3.4% | 1.0% | -2.5% | -7.5% | 15.2%
KAT2A inh | -16.0% | -21.4% | -5.8% | 41.7%[activator] | -11.4% | 1.5% | -8.5% | -5.4%
N370S GC mod | · | 1.8% | -6.4% | -3.2% | 5.0% | 3.4% | -19.3% | -4.0%

17	Cc1ccc(C(=O)OCC(=O)c2c[nH]c3ccccc23)cc1
18	Cn1cccc1C(=O)N1CCC[C@@]2(CCN(C(=O)Nc3cccc(C#N)c3)C2)C1
19	Cc1ccc(S(=O)(=O)NNC(=O)c2ccncc2)cc1
20	Cc1ccc(-n2c(SCc3ccccc3)nc3c([nH]c4ccccc43)c2=O)cc1
21	COC(=O)c1ccccc1S(=O)(=O)N1CCC(C(=O)OCc2ccc([N+](=O)[O-])cc2)CC1
22	Nc1ccc(Cc2ccccn2)cc1
23	COc1cccc(CNCC(O)COc2ccc(C(=O)c3ccccc3)cc2)c1 (stereo not drawn)
24	CCCCC(=O)Nc1ncc([N+](=O)[O-])s1
Assay by compound | 17 | 18 | 19 | 20 | 21 | 22 | 23 | 24
FEN1 inhibitor | -5.0% | · | -0.4% | -2.0% | -2.3% | -9.3% | -1.6% | 1.2%
KAT2A inh | -2.5% | -9.5% | -3.1% | -18.2% | -3.1% | 1.7% | 0.9% | -8.3%
N370S GC mod | 6.4% | ? | -8.0% | · | -4.2% | 1.2% | ? | -22.5%

# In a second layout: entries from further up
entry | canonical_smiles | FEN1 inhibitor | KAT2A inh | N370S GC mod
21 | COC(=O)c1ccccc1S(=O)(=O)N1CCC(C(=O)OCc2ccc([N+](=O)[O-])cc2)CC1 | -2.3% | -3.1% | -4.2%
22 | Nc1ccc(Cc2ccccn2)cc1 | -9.3% | 1.7% | 1.2%

# The listing continues:
25	COC(=O)CCn1nnc(-c2ccc(C)cc2)n1
26	COc1ccc(Nc2nnc(-c3ccc(C)c(S(=O)(=O)NCCO)c3)c3ccccc23)cc1C(N)=O
27	Cc1cccc(Oc2nc(CN3CCOCC3)nc3sc4c(c23)CCCC4)c1
28	CN(C(=O)c1coc(=O)c2ccccc12)c1ccc(Br)cc1
29	CN1Cc2cc(C(=O)c3cc(Cl)cc(CSc4ncccn4)c3O)cnc2NC1=O
30	NC(=O)N/N=C\c1ccc([N+](=O)[O-])o1
31	Cc1nnc(SCC(=O)Nc2sc3c(c2C(N)=O)CCC(C)C3)[nH]c1=O (stereo not drawn)
32	O=C(Nc1nc(-c2ccc(Cl)cc2)cs1)c1cccnc1
Assay by compound | 25 | 26 | 27 | 28 | 29 | 30 | 31 | 32
FEN1 inhibitor | -11.8% | -31.0% | -7.3% | -2.6% | · | · | -4.6% | 5.0%
KAT2A inh | -6.4% | -1.2% | -3.2% | -2.6% | -7.8% | 1.4%[21.4 µM] | -0.5% | -4.7%
N370S GC mod | 3.7% | · | -6.3% | 3.6% | -3.9% | -2.7%[21.6 µM] | · | -0.2%

# Fetched by compound from the entries so far:
32	O=C(Nc1nc(-c2ccc(Cl)cc2)cs1)c1cccnc1
26	COc1ccc(Nc2nnc(-c3ccc(C)c(S(=O)(=O)NCCO)c3)c3ccccc23)cc1C(N)=O
28	CN(C(=O)c1coc(=O)c2ccccc12)c1ccc(Br)cc1
27	Cc1cccc(Oc2nc(CN3CCOCC3)nc3sc4c(c23)CCCC4)c1
31	Cc1nnc(SCC(=O)Nc2sc3c(c2C(N)=O)CCC(C)C3)[nH]c1=O (stereo not drawn)
Assay by compound | 32 | 26 | 28 | 27 | 31
FEN1 inhibitor | 5.0% | -31.0% | -2.6% | -7.3% | -4.6%
KAT2A inh | -4.7% | -1.2% | -2.6% | -3.2% | -0.5%
N370S GC mod | -0.2% | · | 3.6% | -6.3% | ·

# Next section.
33	COCCN(Cc1cc2cc3c(cc2n2nnnc12)OCO3)C(=O)c1ccccc1F
34	CCCn1c2ccccc2c2cn[nH]c(=O)c21
35	CC(C)c1ccc(C2NC(=S)NC3=C2C(=O)CCC3)cc1 (stereo not drawn)
36	COc1ccccc1NC(=O)Nc1nc(CC(=O)Nc2ccc(F)cc2)cs1
37	N[C@@H](CSSC[C@H](N)C(=O)O)C(=O)O
38	CCC(Sc1ncccn1)C(=O)Nc1cc(C)on1 (stereo not drawn)
39	CC(NC(=O)COC(=O)CCC(=O)c1ccc(F)cc1)c1ccccc1 (stereo not drawn)
40	Cc1ccc(S(=O)(=O)Nc2nc3ccccc3s2)cc1
Assay by compound | 33 | 34 | 35 | 36 | 37 | 38 | 39 | 40
FEN1 inhibitor | -2.1% | -1.3% | -4.0% | -12.4% | · | -6.6% | 12.1% | -1.0%
KAT2A inh | -6.4% | -2.3% | 1.4% | -7.0% | 6.7% | -3.6% | 0.1% | -7.7%
N370S GC mod | 3.3% | -0.1% | 1.3% | -9.9% | -3.9% | -1.2% | · | -3.3%

41	COc1cccc2cc(-c3ccnc(N)n3)oc12
42	CN(CC(=O)Nc1cccc(F)c1)C(=O)c1ccc(-n2cncn2)c([N+](=O)[O-])c1
43	COc1ccc(OC)c(S(=O)(=O)NCCCN2CCCC2=O)c1
44	COc1ccccc1CNS(=O)(=O)c1c(C)nc2scc(C)n2c1=O
45	Cc1ccccc1-n1c(=O)n(Cc2ccc(C(=O)O)cc2)c(=O)c2[nH]cnc21
46	CC(=O)Cc1nsc(NC(=O)c2ccc(Br)o2)n1
47	O=[N+]([O-])c1cc(-c2cnc3ccccc3n2)ccc1Oc1ccc(Cl)cc1
48	CCOC(=O)c1c(C)c(C(=O)NCc2cccs2)c(C)n1C
Assay by compound | 41 | 42 | 43 | 44 | 45 | 46 | 47 | 48
FEN1 inhibitor | -0.8% | -4.0% | -0.3% | 5.6%&-0.3% | 1.6% | -14.1% | 12.0% | 8.0%
KAT2A inh | 2.7% | -3.6% | -5.5% | -5.4%&-10.8% | 2.3% | -6.9% | -8.3% | 21.6%
N370S GC mod | 3.4% | -2.4% | -11.7% | 3.6% | -10.4% | -4.3% | 19.3% | -2.5%

49	N#Cc1cn(CCOc2ccccc2F)c2ccccc12
50	O=C(C1=C[C@H](c2coc3ccccc3c2=O)C[C@H](OCCCCO)O1)N1CCOCC1
51	CCC(=O)Nc1ccc(C(=O)n2nc(C)cc2C)cc1
52	CSc1cccc(N2CC(C(=O)NCCN3C(=O)S/C(=C\c4cccnc4)C3=O)CC2=O)c1 (stereo not drawn)
53	Cc1nn(CC(=O)NCCCN2CCC(N3CCCCC3)CC2)c(=O)c2cc(-c3ccccc3)nn12
54	COC(=O)C(NS(C)(=O)=O)(c1c(C)[nH]c2ccccc12)C(F)(F)F (stereo not drawn)
55	Cn1c(=O)n(C)c2cc(NS(=O)(=O)c3cccs3)ccc21
56	Cc1ccc(S(=O)(=O)c2cn(CC(=O)Nc3ccc4c(c3)OCO4)c3ccc(F)cc3c2=O)cc1
Assay by compound | 49 | 50 | 51 | 52 | 53 | 54 | 55 | 56
FEN1 inhibitor | 2.4% | 15.8% | -0.8% | -11.5% | -5.3% | -2.5% | -4.7% | -1.2%
KAT2A inh | -14.3% | 2.3% | -18.7% | -8.5% | 0.2% | -8.5% | 2.5% | -3.0%
N370S GC mod | ? | -3.4% | 5.6% | -14.2% | -6.3% | 0.7% | -14.1% | ·

57	Cc1ccc(-c2nc3sc(CCNS(=O)(=O)c4cc(F)ccc4F)c(C)n3n2)cc1
58	CCCCCC1C/C(=N\O)C=C(C)C1C(=O)OC (stereo not drawn)
59	Cc1ccc(N(CC(=O)N2CCCCC2)S(=O)(=O)c2ccc(C)cc2)cc1
60	COc1ccc(/C=N/NC(=O)c2ccco2)cc1Cn1nc(C)c([N+](=O)[O-])c1C
61	CC(=O)c1cccc(NC(=S)NC(=O)Cc2ccccc2)c1
62	COc1cccc(/C=C/C(=O)OCC(=O)Nc2ccc3[nH]c(=O)[nH]c3c2)c1OC
63	CCOc1cccc(C(=O)N/N=C/c2coc3ccccc3c2=O)c1
64	Cc1csc2nc(COC(=O)c3ccc(NC(=O)COc4ccccc4F)cc3)cc(=O)n12
Assay by compound | 57 | 58 | 59 | 60 | 61 | 62 | 63 | 64
FEN1 inhibitor | ? | -21.2% | -9.5% | 11.4% | 11.1% | -11.3% | 13.6% | 7.8%
KAT2A inh | -11.1% | -3.2% | -2.2% | -1.1% | -7.1% | -5.5% | -3.0% | 10.1%
N370S GC mod | · | -0.4% | 8.5% | 6.8% | -5.6% | -7.3% | -4.8% | ·

65	Cc1ccccc1CN1CCN(C(=O)c2ccco2)CC1
66	COc1ccc(Cl)cc1NC(=S)NCCc1c[nH]c2ccccc12
67	Cc1c(C(=O)NCc2ccccn2)sc2nc(-c3ccccc3)cn12
68	CCOc1ccc(C(=O)NCC2(c3ccccc3)CCOCC2)cc1
69	C/C(=N\NS(=O)(=O)c1ccc(Br)cc1)c1ccncc1
70	C=C1c2cc(C)ccc2NC(=O)N1c1ccc(C)cc1
71	CCC(CC)C(=O)Nc1cc(OC)c(OC)cc1C(=O)O
72	CCSc1nnc([C@H](C)NC(=O)OC(C)(C)C)o1
Assay by compound | 65 | 66 | 67 | 68 | 69 | 70 | 71 | 72
FEN1 inhibitor | -3.7% | -7.2% | -15.7% | -2.5% | -14.8% | 1.1% | -0.9% | -3.4%
KAT2A inh | -5.9% | -10.8% | -2.6% | 16.9% | -6.2% | 3.4% | -0.5% | 3.0%
N370S GC mod | -3.6% | 3.9% | 13.2% | 3.2% | -2.5% | 7.7% | -15.2% | 10.8%

73	O=C(CN1CCN(C(=O)C2COc3ccccc3O2)CC1)Nc1ccccc1 (stereo not drawn)
74	Cc1ccc(OCCSc2nc(-c3cccs3)nc3cc(=O)[nH]n23)cc1Cl
75	COc1cccc(C(=O)Nc2ccccc2C(=O)OCc2cc(=O)n3nc(C4CC4)sc3n2)c1
76	COc1cccc(OC)c1C(=O)NC(=S)N1CCOCC1
77	Cc1snc(S(=O)(=O)Cc2ccccc2Cl)c1C#N
78	Cc1cc(NC(=O)C2CCN(S(=O)(=O)c3c(C)noc3C)CC2)ccc1Br
79	COc1ccc(/C=N\Nc2ccc([N+](=O)[O-])cc2[N+](=O)[O-])c(C(=O)O)c1OC
80	COC(=O)c1cc(S(=O)(=O)NCc2ccccc2Cl)c[nH]1
Assay by compound | 73 | 74 | 75 | 76 | 77 | 78 | 79 | 80
FEN1 inhibitor | -11.8% | 0.4% | -1.1% | 0.3% | 8.1% | 19.9%&14.7% | 8.7% | 1.3%
KAT2A inh | -2.5% | -29.8% | -4.2% | -5.3% | -4.4% | -11.1%&2.2% | -12.4% | -0.8%
N370S GC mod | -21.3% | · | · | -0.8% | 4.0% | 9.4% | -9.8% | 1.9%
